CXXC DNA block: MLL CXXC-DNA interaction inhibition. Q03164. MLL-CXXC / FITC-HOXA9 DNA fluorescence polarization. Potency, µM (titrated, usually from 115 µM), for the others: at the top dose activity change, negative = inhibition, hits mostly inhibitors. hit rate 0.037% among 290,000. AID 2662; active = well fitted inhibition curve with a large enough effect in the polarisation, with a control signal flat, not every such curve was filed as active; inconclusive = small, poorly fitted or top-dose-only effect, or effect the other way, or a change in a side signal; inactive = no such curve, though single readings can be large or run the other way; the % refers to the polarisation; also: potency is read from the fitted curve at half-maximal effect
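Fluorescence polarization: 7 uM MLL-CXXC (stock) preincubated 5 min with compounds, then 50 nM fluorescein-HOX-A9 DNA (stock) added; 30 min ambient. Buffer 50 mM Tris-HCl pH 7.5, 50 mM NaCl, 1 mM DTT, 0.05% BSA.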
Tb PFK inh: blocks T. brucei phosphofructokinase. O15648. Potency, µM (top dose mostly 57.5 µM), for inactives: top-dose activity, negative = inhibition, actives largely listed as inhibitors. T. brucei PFK, ADP-Glo luminescence. AID 485367. hit rate 0.17% among 330,000;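 also: potency is read from the fitted curve at half-maximal effect; 0% = uninhibited 1x PFK enzyme wells and -100% = no-enzyme wells; nearly all actives have a fitted effect of over 60% in size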
Target sequence (O15648 whole entry, looked up): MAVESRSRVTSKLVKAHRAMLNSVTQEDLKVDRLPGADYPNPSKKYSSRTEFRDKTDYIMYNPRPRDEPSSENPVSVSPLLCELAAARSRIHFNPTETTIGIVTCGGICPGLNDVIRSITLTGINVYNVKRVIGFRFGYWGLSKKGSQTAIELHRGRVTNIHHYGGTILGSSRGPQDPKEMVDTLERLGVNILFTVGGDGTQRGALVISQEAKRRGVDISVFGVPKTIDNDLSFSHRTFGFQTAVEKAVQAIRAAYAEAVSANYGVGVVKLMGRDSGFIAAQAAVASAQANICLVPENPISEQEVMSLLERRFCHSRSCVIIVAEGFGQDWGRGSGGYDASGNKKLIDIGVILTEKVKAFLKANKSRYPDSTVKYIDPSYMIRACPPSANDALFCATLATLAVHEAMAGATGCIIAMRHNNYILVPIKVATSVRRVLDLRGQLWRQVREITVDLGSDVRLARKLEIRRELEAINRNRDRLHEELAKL
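Activity is normalized to no-enzyme wells (full inhibition) and 1.25 nM enzyme wells (no inhibition). Reaction: 0.5 mM F6P, 0.1 mM ATP, 45 min RT, ADP-Glo luminescence; concentration-response curves fitted and classed by quality.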
TSHR antagonist: human thyrotropin receptor antagonism; TSHR-expressing cells, TSH-stimulated cAMP HTRF, 2 h; stronger effect = lower value; activity change, negative = inhibition, % at 11.5 µM; AID 504810; hit rate 0.2% among 330,000; P16473;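 active = activity change below a set negative limit, meaning inhibition stronger than a set level, cut at about -70% in these data; inconclusive = activity change between two set negative limits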; also: % is scaled to controls: 0 for no effect and ±100 for the full control effect
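Inhibition of cAMP made by TSHR-expressing cells under TSH stimulation (4nM final, EC80; 2 h, 37 deg C) is quantified with a one-step lysis HTRF kit, anti-cAMP cryptate versus cAMP-d2.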
BCR signal inh: chronic active BCR signaling inhibition; ABC-DLBCL IkBa-CBG/CBR reporter, luminescence ratio, 4 h; Potency, µM (series often up to 46.1 µM), inactives show top-dose ratio change, negative = lower green/red ratio, usual class: inhibitors; hit rate 0.05% among 340,000; AID 493014; active = well fitted inhibition curve with a large enough effect in the signal ratio, with a control signal flat, not every such curve was filed as active; inconclusive = small, poorly fitted or top-dose-only effect, or effect the other way, or a change in a side signal; the % refers to the signal ratio;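 also: potency is read from the fitted curve at half-maximal effect; plate controls were basal doxycycline-induced cells for no effect and cells given 10 µM MG132 for full effect; MG132 reads +100%, hits lower the ratio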
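TMD8 ABC-DLBCL cells carrying doxycycline-inducible green luciferase fused to IkappaBalpha plus unfused red luciferase were exposed to compounds (up to 46 uM) for 4 hrs at 37C. Activity came from the overlap-corrected green/red luminescence ratio.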
AT treatment: potential ataxia-telangiectasia treatments restoring KAP-1 phosphorylation; AID 485349; hit rate 0.19% among 320,000; Potency, µM (doses to about 57.5 µM), inactives show top-dose activation, actives largely listed as activators; […] A-T fibroblasts, KAP-1 phosphorylation AlphaLISA; neocarzinostatin DNA damage 30 min before lysis; also: potency is read from the fitted curve at half-maximal effect; % of control where 0% means no effect; nearly all actives have a fitted effect of over 45% in size
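hTERT-immortalized A-T patient fibroblasts ([…]), 500 cells/well in OPTI-MEM, 1% FBS, got compounds for 60 min, then NCS for 30 min at 37C. Lysates were then assayed for phospho-KAP-1 by AlphaLISA (anti-pKAP1 donor, anti-KAP1 acceptor beads), 6 hr at 25C.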
GALK inh: blocks human galactokinase activity; P51570; Purified GALK, Kinase-Glo residual ATP luminescence; Potency, µM (series often up to 57.5 µM), inactives show at the top dose activity change, negative = inhibition, hits mostly inhibitors; hit rate 0.007% among 270,000; AID 1868; also: potency is read from the fitted curve at half-maximal effect; % is scaled to controls: 0 for no effect and ±100 for the full control effect
Target sequence (P51570 whole entry, looked up): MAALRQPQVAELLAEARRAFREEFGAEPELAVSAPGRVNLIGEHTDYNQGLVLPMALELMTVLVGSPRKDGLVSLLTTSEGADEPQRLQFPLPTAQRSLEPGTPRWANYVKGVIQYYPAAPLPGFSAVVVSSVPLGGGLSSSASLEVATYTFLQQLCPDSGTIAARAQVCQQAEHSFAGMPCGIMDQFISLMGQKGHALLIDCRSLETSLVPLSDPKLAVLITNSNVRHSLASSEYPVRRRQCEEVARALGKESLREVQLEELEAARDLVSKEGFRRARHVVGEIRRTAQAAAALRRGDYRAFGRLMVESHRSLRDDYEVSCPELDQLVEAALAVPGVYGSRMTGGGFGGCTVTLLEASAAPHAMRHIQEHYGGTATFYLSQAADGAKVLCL
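Galactose (100 uM) and ATP (35 uM) were turned over by 5 nM GALK for 1 h at RT. Kinase-Glo Plus then converted the remaining ATP into a luminescent signal.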
FBPA coupling cs: coupling enzyme interference in Giardia aldolase counter-screen | coupling enzyme system counterscreen, AmpLite Red fluorescence | hit rate 0.67% among 290,000 | activity change, negative = inhibition, % at 58.2 µM, hits read low; in the data active = activity change below about -30%; also: % is scaled to controls: 0 for no effect and ±100 for the full control effect
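Counterscreen lacking aldolase: glyceraldehyde-3-phosphate coupling-enzyme reagent preincubated 10 min at RT with compound (at 57.5 uM final), then substrate/coupling system with AmpLite Red added; fluorescence read at 525/598 nm after 20 min RT.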
Giardia kill: Giardia lamblia killing; Giardia lamblia trophozoite viability; activity change, % at 7.66 µM, hits read low; hit rate 0.15% among 340,000; AID 540267; in the data active = activity change below about -80%; inconclusive = between about -30% and that limit;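 also: parasites exposed to compound for two days anaerobically before the ATP read; % is scaled to controls: 0 for no effect and ±100 for the full control effect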
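Killing of trophozoites was scored by loss of ATP luminescence after a 48 hrs anaerobic exposure to compounds at 37 deg C, using 100 cells per well.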
KCNH2 WT inh: inhibitors of human wildtype KCNH2 potassium channel | AID 720551 | activity change, % at 1.84 µM | hit rate 0.37% among 340,000 | U2OS, BacMam KCNH2, thallium flux FluxOr; stronger effect = lower value;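 active = maximum activity change below -70%; inconclusive = maximum activity change between -70% and -50%; inactive = maximum activity change above -50%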; also: % is scaled to controls: 0 for no effect and ±100 for the full control effect
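U2OS cells transduced with wild-type KCNH2 virus are loaded with FluxOr dye for 45 min, and thallium flux is measured in kinetic reads before and after stimulation buffer. Rate constants are normalized to DMSO controls.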
TCR activator: T cell receptor activation | 330,000 tested, under 10 active | Potency, µM (doses to about 9.22 µM), inactives show at the highest dose activation of IL-2 secretion, hits mostly activators | primary human leukocytes, anti-CD3, IL-2 HTRF, 48 h; also: % of control where 0% means no effect
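Activity was scored as IL-2 release from primary human leukocytes given only a TCR signal (a-CD3 beads) plus compound for 48 hr. Detection used a two-antibody HTRF format read at 665nm.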
The depositor's hits bear a star; ? = inconclusive; . = not tested or not shown; [ ] = dose if it differs, or a comment. Unless noted, calls follow the shape of the dose curve; as a rule, active = well fitted curve in the direction sought with a large enough effect; inconclusive = small, poorly fitted or top-dose-only effect, or another doubt; inactive = no such curve, though single readings can be large; an effect the other way counts as inactive or inconclusive.

Results follow in this order: FBPA coupling cs	Giardia kill	AT treatment	TCR activator	BCR signal inh	GALK inh	CXXC DNA block	TSHR antagonist	Tb PFK inh	KCNH2 WT inh
1) Cc1ccc(/C=N/NC(=O)CSc2nnc(-c3ccccc3)n2-c2ccc(Cl)cc2)o1
→ 8	18	3%	-4%[46.1 µM]	-1%	-2%	-4%	-12	-7%	0
2) O=C(NCCCCNC(=O)c1ccc(Br)s1)c1ccc(Br)s1
→ -1	4	5%	-1%	-12%	-2%	12%	-2	1%	-8
3) CC(C)CN1C(=O)NC(NC(=O)c2cccs2)(C(F)(F)F)C1=O (stereo not drawn)
→ 1	29	-5%	7%	?	-1%	-10%	19	-4%	-4
4) O=C(Nc1ccccc1-c1nc2ccccc2s1)c1ccco1
→ 0	-8	?	-9%	1%	6%	-1%	-19	-2%	-6
5) O=C(c1ccccc1)N1CCC(c2nc(-c3ccc(S(=O)(=O)NCC4CCCO4)cc3)no2)CC1 (stereo not drawn)
→ 3	-6	1%	2%	12%	2%	10%	-32	-9%	8
6) COc1ccc(S(=O)(=O)N(C)CC(=O)NC2CCCCC2)cc1OC
→ 5	7	1%	0%	-1%	-5%	-4%	0	-8%	0
7) COC(=O)c1c(NC(=O)CN2CCN(c3cccc(Cl)c3)CC2)sc(C)c1C
→ 5	-4	-10%	0%[46.1 µM]	4%	3%	1%	22	3%	-5
8) COC(=O)c1ccccc1S(=O)(=O)NNC(=O)c1ccccc1-n1cccc1
→ -3	3	-5%	16%	0%	7%	?	62	1%	-1
9) Cc1c(C(=O)N2CCCC2)c(S(=O)(=O)NCC(C)c2ccccc2)c(C)n1C (stereo not drawn)
→ .	0	0%	-1%	-8%	2%	9%	15	-3%	1
10) COCCNC(=O)CN(C(=O)CCC(=O)Nc1ccccn1)c1ccccc1F
→ 2	-17	0%	2%	?	0%	12%	12	3%	4
11) COc1ccc(CCNC(=O)C2CCCN2C(=O)Nc2ccccc2)cc1OC (stereo not drawn)
→ 2	12	2%	7%	1%	-5%	0%	8	0%	7
12) CC[C@]1(C(=O)OC)[C@H]2C(=O)N(C)C(=O)[C@H]2[C@H]2CN=C(SCc3ccc(C)cc3)N21
→ .	-4	-13%	-6%[46.1 µM]	2%	.	.	-8	1%	2
13) CC1CC(C)CN(c2cc(N(C)CCO)c([N+](=O)[O-])c3nonc23)C1 (stereo not drawn)
→ 0	8	-8%	.	5%	6%	21%	1	2%	9
14) N#CC(C#N)=C1NC2(CCCCC2)Cc2ccccc21
→ 12	-10	11%	4%	?	1%	6%	-14	1%	-1
15) O=C(NC1CCS(=O)(=O)C1)c1ccccc1Cl (stereo not drawn)
→ .	-7	-6%	2%	2%	.	.	-2	0%	-3
16) CCCCN(CC)CCNc1c(NC2CCN(C(=O)OCC)CC2)c(=O)c1=O
→ 2	5	11%	-1%	?	2%	-5%	-1	3%	-18
17) COc1ccc(CC(=O)n2[nH]c(=O)c3ccccc3c2=O)cc1OC
→ 1	4	0%	6%	-26%	.	-1%	4	-6%	-1
18) CCS(=O)(=O)N1Cc2ccccc2CC1C(=O)Nc1ccc(OC)c(OC)c1 (stereo not drawn)
→ -1	-29	-5%	11%	?	-2%	1%	-1	4%	-7
19) CCn1cc(Cl)c(C(=O)NNC(=O)CCn2ccc([N+](=O)[O-])n2)n1
→ .	-8	28%	-4%	-2%	-5%	-7%	21	1%	-3
20) O=c1[nH]c(CN2CCN(S(=O)(=O)c3ccc4c(c3)OCCO4)CC2)nc2sc3c(c12)CCCC3
→ 1	-15	-1%	3%[46.1 µM]	?	-3%	6%	8	0%	27

A second format for part of the listing above.
1) Cc1ccc(/C=N/NC(=O)CSc2nnc(-c3ccccc3)n2-c2ccc(Cl)cc2)o1
2) O=C(NCCCCNC(=O)c1ccc(Br)s1)c1ccc(Br)s1
3) CC(C)CN1C(=O)NC(NC(=O)c2cccs2)(C(F)(F)F)C1=O (stereo not drawn)
4) O=C(Nc1ccccc1-c1nc2ccccc2s1)c1ccco1
5) O=C(c1ccccc1)N1CCC(c2nc(-c3ccc(S(=O)(=O)NCC4CCCO4)cc3)no2)CC1 (stereo not drawn)
Compound	1	2	3	4	5
FBPA coupling cs	8	-1	1	0	3
Giardia kill	18	4	29	-8	-6
AT treatment	3%	5%	-5%	?	1%
TCR activator	-4%[46.1 µM]	-1%	7%	-9%	2%
BCR signal inh	-1%	-12%	?	1%	12%
GALK inh	-2%	-2%	-1%	6%	2%
CXXC DNA block	-4%	12%	-10%	-1%	10%
TSHR antagonist	-12	-2	19	-19	-32
Tb PFK inh	-7%	1%	-4%	-2%	-9%
KCNH2 WT inh	0	-8	-4	-6	8

Further compounds
Results follow in this order: FBPA coupling cs	Giardia kill	AT treatment	TCR activator	BCR signal inh	GALK inh	CXXC DNA block	TSHR antagonist	Tb PFK inh	KCNH2 WT inh
21) CC1(C)Cc2c(sc3nc(SCC(=O)N4CCOCC4)nc(N)c23)CO1
→ 0	18	-22%	0%	1%	8%	1%	3	4%	6
22) COc1ccc(C(=O)N2CCN(c3cccc(Cl)c3)CC2)cc1
→ -1	-18	4%	2%[46.1 µM]	7%	-2%	7%	-7	-14%	0
23) Cc1cccc(CSc2nc3ccncc3n2CC(=O)Nc2ccc(C)c(C)c2)c1
→ 3	.	16%	.	8%	.	32%[activator]	2	0%	.
24) CC1Cc2ccccc2N1Cc1nc2scc(-c3cccs3)c2c(=O)[nH]1 (stereo not drawn)
→ -1	-2	2%	10%	0%	0%	-3%	-10	1%	13
25) CC/C(=N\NC(=O)C1CCCC1)c1cccc(Br)c1
→ .	5	-4%	9%	?	-7%	-6%	6	0%	5
26) N#CC(C#N)=C(N)/C(C#N)=C/c1cc(O)c(O)c(O)c1
→ .	-15	-1%	1%	25%	.	.	1	?	-9
27) O=C1N=c2ccc(Br)cc2=C1c1sc(=O)[nH]c1O
→ -1	.	-16%	.	-4%	-20%	6%	-3	-30%	.
28) Cc1ccc(CN(C(=O)C(F)(F)F)C(C(=O)NC2CCCCC2)c2ccco2)cc1 (stereo not drawn)
→ -2	-6	5%	4%[46.1 µM]	-3%	-1%	0%	-33	-1%	1
29) O=C(Cn1c(=O)[nH]c2ccccc2c1=O)Nc1cccnc1
→ -3	-20	1%	-5%	-2%	-1%	-24%	14	2%	-12
30) COc1cccc(C2C(C(=O)c3cc4ccccc4o3)=C(O)C(=O)N2c2cc(C)on2)c1 (stereo not drawn)
→ .	27	-6%	2%	1%	-3%	-7%	17	1%	23
31) O=C(COc1ccc(Cl)cc1)NCCCNC(=O)c1cccnc1
→ 0	0	-10%	-2%	2%	0%	10%	4	2%	3
32) C=CC[C@H](CC(=O)NCCO)C(=O)N[C@H](C)COC(=O)[C@@H](CC=C)Cc1ccc(F)cc1
→ .	15	-1%	-6%	0%	.	.	-5	0%	13
33) COCCn1c(C)cc(C(=O)COC(=O)c2ccc[nH]c2=O)c1C
→ 3	15	-9%	1%[46.1 µM]	-1%	0%	5%	-5	1%	-7
34) Cc1nc2c(C(=O)NCc3ccccc3Cl)c[nH]n2c(=O)c1Cl
→ 2	4	9%	4%	1%	-1%	1%	-1	-1%	-12
35) O=C1CSC(c2ccc(Cl)cc2)N1Nc1nc(N2CCOCC2)nc(N2CCOCC2)n1 (stereo not drawn)
→ 0	21	5%	-5%	-20%	-4%	11%	13	-2%	-1
36) COc1ccc(C(=O)Oc2cc(/C=N/NC(N)=S)ccc2OC)cc1
→ .	11	3%	.	8%	-5%	23%	-11	7%	-4
37) O=C(Nc1ccc(S(=O)(=O)Nc2ccccc2)cc1)c1ccc(CN2CCOCC2)cc1
→ 0	14	-1%	14%	-1%	0%	3%	-21	1%	6

Source: PubChem (National Center for Advancing Translational Sciences (NCATS))
